# CCR6 antag: CCR6 receptor antagonists, primary screen, cell-based, CHO-K1, luminescence, beta-arrestin, uHTS | actives 0.49% (n = 340,000) | CHO-K1 CCR6 PathHunter beta-arrestin, CCL20-stimulated | AID 493098, 2011 | C-C chemokine receptor type 6 (Homo sapiens), P51684 | inhibition, % at 20 µM;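 active = compounds whose inhibition of the agonist-driven luminescence signal at 20 µM reaches about 50%, limit read from the data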;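 note: cells stimulated with CCL20 at 14 nM final; plate controls were DMSO with CCL20 for no effect and DMSO without agonist for full effect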
# Target sequence (P51684 whole entry, looked up): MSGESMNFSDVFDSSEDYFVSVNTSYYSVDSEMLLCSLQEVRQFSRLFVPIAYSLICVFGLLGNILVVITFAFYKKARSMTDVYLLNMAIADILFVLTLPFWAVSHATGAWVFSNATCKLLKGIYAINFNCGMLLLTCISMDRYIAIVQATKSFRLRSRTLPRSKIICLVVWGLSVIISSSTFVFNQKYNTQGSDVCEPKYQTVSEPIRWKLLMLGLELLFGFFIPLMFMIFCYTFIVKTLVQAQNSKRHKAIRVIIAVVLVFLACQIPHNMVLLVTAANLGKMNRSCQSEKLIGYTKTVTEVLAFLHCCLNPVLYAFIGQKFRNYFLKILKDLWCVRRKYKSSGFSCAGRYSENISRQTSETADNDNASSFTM
# EBI2 antag: EBI2 receptor antagonists, beta-arrestin recruitment, primary screen, cell-based, luminescence, 7a,25-OHC stimulation, uHTS | actives 0.81% (n = 360,000) | AID 651636, 2012 | inhibition, % at 5 µM | G-protein coupled receptor 183 (Homo sapiens), P32249 | 7a,25-OHC stimulated; in the data active = inhibition above about 38%;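 note: enzyme fragment complementation signal reports receptor beta-arrestin coupling in cells; 0% = agonist plus DMSO wells and 100% = wells without agonist; some results beyond the cut were filed as inactive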
# Target sequence (P32249 whole entry, looked up, the tested form may be a part): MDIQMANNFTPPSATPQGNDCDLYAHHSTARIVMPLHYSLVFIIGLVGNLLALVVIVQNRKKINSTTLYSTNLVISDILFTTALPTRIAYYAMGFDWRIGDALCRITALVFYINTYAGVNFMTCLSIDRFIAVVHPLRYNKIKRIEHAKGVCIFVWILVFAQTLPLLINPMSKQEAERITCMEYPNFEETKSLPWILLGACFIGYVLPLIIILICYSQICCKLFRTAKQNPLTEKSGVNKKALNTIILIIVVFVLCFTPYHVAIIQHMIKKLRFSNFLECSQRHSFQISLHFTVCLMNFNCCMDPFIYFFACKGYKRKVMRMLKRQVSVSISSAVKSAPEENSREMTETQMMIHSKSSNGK
# Jurkat NFkB inh: inhibitors of induced NF-kB luciferase reporter, primary screen, TCR NF-kB activation inhibitor project, cell-based, luminescence, uHTS. Jurkat, PMA/ionomycin-induced NF-kB luciferase reporter. inhibition, % at 4 µM. actives 0.53% (n = 330,000). AID 435003, 2010; in the data active = inhibition above about 50%
# 697 NFkB inh: inhibitors of PMA/ionomycin-induced NF-kB reporter, 697 cells, primary screen, B-cell NF-kB inhibitor project, cell-based, luminescence, uHTS; 697 B-cell NF-kB luciferase reporter, 16 h; inhibition, % at 4 µM; actives 0.33% (n = 330,000); AID 435022, 2010; in the data active = inhibition above about 35%
# CXCR6 block: CXCR6 receptor inhibitors, primary screen, cell-based, beta-arrestin, luminescence, CHO-K1 PathHunter, 1536-well; C-X-C chemokine receptor type 6 (Homo sapiens), O00574; inhibition, % at 20 µM; actives 0.36% (n = 360,000); AID 602244, 2012; in the data active = inhibition above about 34%, passing the limit was not always enough;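 note: antagonist mode with CXCL16 agonist at 10 nM final; 0% = 10 nM CXCL16 with DMSO and 100% = unstimulated wells without agonist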
# Mdm2 MdmX PPI: inhibitors of human Mdm2-MdmX association, primary screen, cell-based, luminescence, split luciferase, SaOS-2, uHTS. actives 3% (n = 330,000). inhibition, % at 8 µM. Protein Mdm4 (Homo sapiens) + E3 ubiquitin-protein ligase Mdm2 (Homo sapiens), …. SaOS-2 split-luciferase Mdm2/MdmX complementation;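 active = inhibition of at least 50% at 8 µM in the primary screen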
# Gli-Sufu antag: Gli-Sufu pathway antagonists, primary screen, luciferase luminescence, Sufu-KO-LIGHT cells, uHTS; Sufu-KO-LIGHT fibroblasts, Gli luciferase reporter luminescence; inhibition, % at 5 µM; actives 0.74% (n = 340,000); AID 588413, 2011;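 active = inhibition above about 55%, limit read from the data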;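 note: 0% = DMSO-treated cells and 100% = wells with medium but no cells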
# UPR XBP1 act: activators of adaptive XBP1 UPR arm, primary screen, cell-based, CHO-XBP1 luciferase reporter, luminescence, uHTS; activation, % at 20 µM; AID 463104, 2010; IRE1-XBP1 UPR activation; percent of tunicamycin response, DMSO as zero; actives 0.33% (n = 330,000);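 active = versus positive control, 20 µM dose yields 30% or more activation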;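 note: 100% = tunicamycin at 10 µg/mL and 0% = DMSO only wells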
#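 Material: CHO-XBP1 cells stably carrying IRE1-XBP1-driven luciferase reporter | Medium: F12 with 10% serum | Compound dosing: 20 µM single concentration, DMSO 1% | Incubation: Overnight seeding at 37 °C, 6 h compound treatment at 37 °C | Detection: Steady-Glo luminescence read | Read-out basis: % activation of reporter signal versus tunicamycin and DMSO controls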
# CHOP UPR activ: activators of apoptotic CHOP UPR arm, primary screen, cell-based, CHO-CHOP luciferase reporter, luminescence, uHTS; activation, % at 10 µM; UPR activation; percent of tunicamycin response over DMSO baseline; actives 0.34% (n = 330,000);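 active = at 10 µM dose, activation of 40% or more, normalized to positive control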;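 note: 100% = tunicamycin at 10 µg/mL and 0% = DMSO alone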
#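 assay system = CHO CHOP reporter cells | amount = 500 CHO-CHOP cells per well | buffer or medium = F12 with 10% FBS | incubation = 16-18 h cell attachment, then 6 h compound exposure, 37 °C | detection = luminescence read with Steady-Glo | read-out = percent activation relative to tunicamycin control | controls = tunicamycin high control, DMSO low control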
# * hit, by the source's call; x = not tested or not shown.
molecule	CCR6 antag	EBI2 antag	Jurkat NFkB inh	697 NFkB inh	CXCR6 block	Mdm2 MdmX PPI	Gli-Sufu antag	UPR XBP1 act	CHOP UPR activ
CSc1cccc(NC(=O)c2cc(S(=O)(=O)N3CCCCC3)c[nH]2)c1	5.8	6.9	2.6	16.7	6.1	10.1	2.2	-2.6	2.2
O=C1CC(Nc2ccc3ccccc3c2)C(=O)N1Cc1ccccc1 (stereo unspecified)	0.7	63.3*	-4.8	-20.4	-7.1	4.8	7.8	-0.6	-0.1
CCc1ccccc1N(CC)C(=O)C1CCN(c2ncnc3c2nc2n3CCCCC2)CC1	8.8	14.1	0.2	-17.0	3.2	64.4*	17.8	6.6	1.6
Cc1c(C(=O)N(C)CCC#N)oc2ccc(S(=O)(=O)N3CCOCC3)cc12	2.4	-3.3	14.4	-3.3	-1.0	19.6	-16.8	-3.0	-1.2
CC(NC(=O)CN1CCN(C(=O)c2cccs2)CC1)c1ccc(F)cc1F (stereo unspecified)	-3.4	2.5	-4.6	13.1	9.8	22.9	3.3	-4.7	-0.8
Cc1ccc(C(=O)C(C)OC(=O)c2ccc(Cl)nc2)cc1 (stereo unspecified)	7.5	3.5	-1.6	0.0	4.3	12.9	-8.5	-4.6	-0.3
Cc1ccc2c(cnn2C(=O)CCC(=O)NCc2ccccc2Cl)c1	4.0	-1.6	-15.4	-0.7	1.4	17.0	-0.6	-3.1	-1.3
O=C(COc1ccc2c3c(c(=O)oc2c1)CCCC3)NC(Cc1ccc(Cl)cc1)C(=O)O (stereo unspecified)	8.6	1.9	-0.2	18.2	0.8	-0.6	46.3	1.7	0.6
COc1cccc(OC)c1C(=O)NNC(=O)c1cccnc1	7.6	-1.3	8.8	1.7	6.6	19.0	4.3	-3.0	2.2
Cc1ccc(-c2nc3ncccc3o2)cc1NC(=O)c1cccnc1	2.7	-17.2	16.8	14.8	-10.8	-1.3	0.5	-0.6	0.4
Cc1ccc(S(=O)(=O)Nc2cccc(C(=O)NCC(c3ccco3)N3CCCCC3)c2)cc1F (stereo unspecified)	3.4	-3.5	7.0	2.3	9.2	34.3	18.1	-1.4	-0.7
CCc1ccc(OCC(=O)OC(C)C(=O)NC2CC2)cc1 (stereo unspecified)	-5.9	-5.2	1.6	18.1	0.4	-1.8	-4.2	-4.2	0.4
O=[N+]([O-])c1ccccc1Nc1cccnc1	16.2	1.1	4.1	0.1	6.3	0.0	-7.1	1.2	1.5
CCOC(=O)c1c(NC(=O)c2ccc(-n3cnnn3)cc2)sc2c1CCCC2	-9.2	32.5	x	x	4.4	x	6.8	x	x
CC1CCN(S(=O)(=O)c2ccc3c4c2CC(=O)N4CC(C)S3)CC1 (stereo unspecified)	-3.0	9.3	-3.3	-1.3	-21.2	23.3	0.6	7.3	10.4
Cc1ccc2[nH]c(=O)c(C(c3nnnn3CC3CCCO3)N3CCOCC3)cc2c1 (stereo unspecified)	3.2	-0.6	2.5	8.5	-4.6	-6.7	2.4	-1.4	0.6
O=C(Nc1ccc(OCC(=O)N2CCOCC2)cc1)Nc1cccc(Cl)c1	7.7	2.4	22.7	-6.8	-1.1	29.9	-3.0	-0.8	-0.5
CCOC(=O)CSc1nnc(N)s1	-12.0	-3.8	7.2	14.5	-5.3	6.7	15.8	-0.2	-1.7
COCCNC(=O)C(C(=O)c1ccc(F)cc1)n1cc(C)ccc1=O (stereo unspecified)	-17.4	-7.7	-0.2	4.3	2.8	4.8	0.3	1.3	4.8
O=[N+]([O-])c1cc(/C=N/O)ccc1SCc1ccccc1Cl	24.2	-9.2	-10.5	-1.6	7.3	19.7	1.5	5.6	0.2
NC(=N\N=CCc1ccccc1)/C(N)=N/N=CCc1ccccc1	4.0	20.4	x	x	3.9	x	-16.1	x	x
COc1cc(C(=O)N=c2sccn2C)c([N+](=O)[O-])cc1OC	-7.0	3.8	-8.6	12.0	-0.2	-4.3	0.6	0.0	-0.2
CCN(CC)C(=O)CCCC(=O)N(CC)CC	8.0	-4.0	-14.3	8.9	5.6	2.5	-1.5	-2.3	-2.9
CC1(C)C(=O)N(c2ccccc2)C1c1ccccc1O (stereo unspecified)	9.1	-10.1	-8.5	2.6	-6.3	59.3*	x	-2.1	-0.6
COC(C/C=C\[C@H](O)[C@@H](C)OCc1ccccc1)OC	-2.6	-4.9	4.2	10.2	-4.0	-28.3	-3.3	-0.2	-0.4

# As a short view, part of the list above:
molecule	CCR6 antag	EBI2 antag	Jurkat NFkB inh	697 NFkB inh	CXCR6 block	Mdm2 MdmX PPI	Gli-Sufu antag	UPR XBP1 act	CHOP UPR activ
O=C1CC(Nc2ccc3ccccc3c2)C(=O)N1Cc1ccccc1 (stereo unspecified)	0.7	63.3*	-4.8	-20.4	-7.1	4.8	7.8	-0.6	-0.1
CCc1ccccc1N(CC)C(=O)C1CCN(c2ncnc3c2nc2n3CCCCC2)CC1	8.8	14.1	0.2	-17.0	3.2	64.4*	17.8	6.6	1.6

# Next compounds.
molecule	CCR6 antag	EBI2 antag	Jurkat NFkB inh	697 NFkB inh	CXCR6 block	Mdm2 MdmX PPI	Gli-Sufu antag	UPR XBP1 act	CHOP UPR activ
O=C(NCc1ccccn1)C1CCC(=O)N(Cc2ccc(Cl)cc2)C1 (stereo unspecified)	9.0	5.5	-18.1	8.5	-6.4	16.8	-9.0	-0.9	0.0
O=C(COC(=O)CNC(=O)c1ccccc1Cl)Nc1ncc(C(F)(F)F)cc1Cl	2.5	0.2	4.1	-8.9	4.5	13.2	-2.2	-2.6	3.2
Cc1ccc(C(C)C)c(OCCSc2nc3ccccc3n2CC(=O)O)c1	-0.8	8.3	-13.3	-7.1	1.3	-19.9	4.4	0.6	-1.3
Nc1nonc1-n1nnc(C(=O)N/N=C/c2ccccc2)c1CSc1ccc(Cl)cc1	13.0	1.0	2.7	10.4	-3.9	16.0	-2.4	-2.6	0.4
CN(C)/C=C1/Oc2c(ccc3ccccc23)C1=O	7.2	5.2	-2.5	0.0	-8.1	22.4	1.8	-1.7	0.4
Cc1nnsc1C(=O)N1CCC(CO)(Cc2ccccc2Cl)CC1	8.4	-2.1	-0.6	14.1	6.7	10.4	-2.5	-3.1	0.0
O=C(c1ccccc1[N+](=O)[O-])N1N=C(c2ccccc2)CC1(O)C(F)(F)F (stereo unspecified)	15.8	0.0	-8.8	16.4	-3.6	11.8	-2.3	1.6	-0.7
NC(=O)c1cc(N)ccc1N1CCCCC1	5.7	3.9	7.8	5.4	-2.7	29.4	-0.6	-3.5	-2.1
COc1ccc(CN2C(=O)c3ccccc3C2=O)cc1C(=O)OCC(=O)NC1CCCCC1	4.1	1.1	5.9	21.4	-0.6	8.7	2.5	-2.9	1.6
C=C(C)Cn1c(SCC(=O)O)nc2c1c(=O)[nH]c(=O)n2C	18.7	4.6	-3.5	4.1	-2.1	-2.5	2.6	1.9	-0.2
COc1ccc(C(=O)Nc2ccc(C(=O)Nc3nccs3)cc2)cc1[N+](=O)[O-]	5.0	-25.5	18.6	-2.2	6.7	29.5	-0.1	-2.3	2.1
CC(C)(C)C1CCC(OC(=O)C[N+]2(C)CCCCC2)CC1 (stereo unspecified)	-3.5	2.1	0.4	-17.1	5.0	-6.5	52.7	2.4	2.4
Cc1cccc(NC(=O)c2cc(S(=O)(=O)N3CCc4ccccc43)cn2C)c1	9.1	25.5	6.2	7.8	2.4	17.1	-0.3	-4.8	3.7
COc1ccc(N2CCN(C(=O)Cn3cncn3)CC2)cc1	5.5	-2.9	-1.7	-1.8	0.4	-7.6	-3.0	-2.6	-1.2
CN1CCN(C(=O)c2cc3ccccc3cc2O)CC1	0.1	-9.0	-1.5	0.8	-3.1	-18.1	1.4	-2.1	1.0
C=CCn1c(N)cc(=O)nc1SC(CC)C(=O)Nc1ccc(C(C)=O)cc1 (stereo unspecified)	18.5	-19.6	-1.6	6.5	1.7	14.1	-7.8	-1.3	-1.0
COc1ccc(NC(=O)c2c(C)noc2-c2snnc2C)cc1	26.7	-6.6	28.5	9.4	2.7	37.6	0.4	0.0	0.1
COc1ccc(N2CCN(S(=O)(=O)CCNC(=O)CCCc3ccccc3)CC2)cc1	4.7	-0.1	6.9	7.2	4.9	16.1	1.3	0.9	3.0
Cc1ccc(C2/C(=C(\O)c3c(C)nc4c(C)cccn34)C(=O)C(=O)N2CCN(C)C)o1 (stereo unspecified)	8.1	-22.3	x	x	4.0	x	-4.6	x	x
C[C@H]1C[C@@H]2[C@H]([C@@H](O)C[C@@]3(C)[C@H]2CC[C@]3(O)C(=O)CO)[C@@]2(C)C=CC(=O)C=C12	8.2	-0.1	19.9	-2.0	-7.3	-19.1	3.6	-7.3	-0.5
O=C(Nc1ncccc1O)c1ccc2ccccc2c1	-8.9	-8.2	-135.9	-170.4	4.9	-73.0	-121.4	-3.8	-1.0
COc1cc(C(=O)N/N=C/c2ccc(OC(=O)c3cccc(C)c3)c(OC)c2)ccc1O	9.3	4.6	-24.5	-13.9	-4.4	9.0	-14.8	-3.2	-2.6
COCCCNc1nc(N)c([N+](=O)[O-])c(NCC2CCCO2)n1 (stereo unspecified)	-7.6	0.4	10.2	-6.9	0.5	-6.7	-9.7	0.9	2.2
CC(NCc1ccc(S(N)(=O)=O)cc1)C(=O)Nc1cc([N+](=O)[O-])ccc1Cl (stereo unspecified)	9.2	-6.1	-7.3	14.3	8.2	-4.0	-7.1	-1.4	2.1
CCc1cc2c(=O)c(-c3nc4ccccc4n3C)c(C)oc2cc1OC(C)=O	-0.7	2.6	7.8	-8.5	-3.4	29.2	-3.0	-7.3	-1.6
Cc1cccc(CC(=O)OCn2nnc3ccccc3c2=O)c1	2.4	-4.7	-3.7	8.9	5.2	10.5	-1.0	-3.3	-1.5
CCCNC(=O)c1ccc2c(c1)ncn2-c1ccccc1OC	-20.8	-9.9	-15.9	-13.1	-4.5	1.3	-14.0	6.5	-1.5
CC(Sc1nc(-c2ccccc2)cc(C(F)(F)F)n1)C(=O)N1CCOCC1 (stereo unspecified)	-1.3	-2.5	-7.7	-0.4	1.3	-12.1	6.2	-0.9	-0.9
Cc1cc(=O)n2[nH]c(COc3ccccc3)nc2n1	7.8	3.3	-6.0	21.6	3.3	17.0	4.9	-2.4	-2.0

# Screening results: PubChem BioAssay, Sanford-Burnham Center for Chemical Genomics
